# Assay outcomes (PubChem BioAssay)
# MRP-1 activ: activates MRP-1. actives 0.61% (n = 140,000). H69AR cells + doxorubicin, viability rescue, CellTiter-Glo. AID 799. viability increase, % at 10 µM;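 active means viability gain under doxorubicin at or above a set limit, the compound median plus 3 SD, cut at about 4.7% in these data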;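 further: MRP-1 overexpressing cells given doxorubicin 25 µM after compound pretreatment; 18-22 h compound pretreatment then 72 h with doxorubicin before readout; 0% = doxorubicin-only wells and 100% = vehicle-treated cells without doxorubicin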
# Measles CPE: protection of cells from measles virus; AID 841; protection (pct of control), % at 4 µM; actives 1.5% (n = 140,000); Measles virus-infected cells, CPE protection, absorbance; in the data active means protection mostly above about 24%, no sharp cut-off; inactive means mostly below about 26%; further: some compounds called inactive have numbers as strong as hits
# E-sel TNF inh: blocks E-selectin expression induced by TNF alpha; HUVEC TNFa-induced E-selectin immunofluorescence, high content; inhibition, % at 2 µM; actives 0.71% (n = 120,000); AID 1246;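 active means inhibition above the batch mean plus 3 SD, and confirmed as a hit on visual image review, cut at about 43% in these data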;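 further: 0% = TNF-stimulated DMSO wells and 100% = unstimulated control wells; not every result past the cut was called active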
# Yeast life ext: extends the lifespan of yeast. S. cerevisiae growth with nicotinamide, OD615; deaD strain in restrictive glucose medium. inhibition of the nicotinamide effect, % at 10 µM. actives 0.68% (n = 130,000). AID 775;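 active means inhibition above a set limit, placed 3 SD over the median of all compounds, cut at about 26% in these data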;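 further: 0% = nicotinamide-treated wells and 100% = cells grown without nicotinamide; some compounds called inactive have numbers as strong as hits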
#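 Buffer or medium: CSMM-D glucose medium, restrictive; test system: modified budding yeast, DeaD strain; compound: single dose 10 µM compound, 0.25% DMSO; schedule: culture preincubation 4 h, compound exposure 48 h, both 30 °C; detection: optical density (absorbance) at 615 nm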
# BB579 growth dn: yeast BB579 growth reduction in restrictive medium; S. cerevisiae BB579 growth, OD615, 48 h; inhibition, % at 10 µM; actives 0.51% (n = 140,000);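 active means inhibition above a set limit, 3 SD over the mean compound inhibition, cut at about 44% in these data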; further: inactives centre near -24
#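 System: Saccharomyces cerevisiae DeaD strain BB579, replicative lifespan model yeast | Buffer or medium: Restrictive glucose-based CSMM-D medium | Times: 4 h preincubation and 48 h exposure at 30 °C | Detection: OD615 turbidity measurement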
# NPY-Y2 antag: blocks the human neuropeptide Y Y2 receptor. NPY-Y2 expressing cells, antagonist mode. inhibition, % at 2.7 µM. actives 0.99% (n = 140,000). AID 793; in the data active means inhibition above about 17%;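 further: 0% = vehicle with agonist challenge and 100% = reference antagonist with challenge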
# Target sequence (P49146 whole entry, looked up): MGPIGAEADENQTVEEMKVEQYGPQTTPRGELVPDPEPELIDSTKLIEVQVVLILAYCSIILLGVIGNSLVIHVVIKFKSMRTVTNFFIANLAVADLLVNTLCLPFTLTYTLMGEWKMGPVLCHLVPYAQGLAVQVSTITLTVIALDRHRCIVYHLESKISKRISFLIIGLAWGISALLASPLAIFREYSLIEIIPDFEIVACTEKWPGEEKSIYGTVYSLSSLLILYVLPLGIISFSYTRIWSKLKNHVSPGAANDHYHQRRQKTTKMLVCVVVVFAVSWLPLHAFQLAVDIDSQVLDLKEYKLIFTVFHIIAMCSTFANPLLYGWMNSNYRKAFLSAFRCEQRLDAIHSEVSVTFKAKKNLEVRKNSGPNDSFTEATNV
# bCat KO growth: beta-catenin-lacking colon tumor cell growth suppression | HCT116 beta-catenin knockout viability, CellTiter-Glo, 60 h; active compounds read low | viability, % at 10 µM | actives 1.5% (n = 140,000) | AID 818;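 active means viability at or under a set limit, the compound median less 4 SD, cut at about 6% in these data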;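 further: 0% = Hyamine 1622 control at 20 µM and 100% = untreated cell control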
# Phagocytosis inh: macrophage phagocytosis inhibition; J774A.1 macrophage IgG-bead phagocytosis, imaging; actives 0.07% (n = 110,000); inhibition, % at 5 µM;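 active means inhibition above the mean of the plate negative controls plus 5 SD, cut at about 13% in these data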;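 further: phagocytic index as fraction of beads internalized from green versus red external bead signal; plate controls were DMSO negative control for no effect and cytochalasin-D positive control for full effect; some results beyond the cut were filed as inactive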
# HCT116 PTEN-null: growth suppressors of cells with PTEN tumor suppressor deletion | actives 1.2% (n = 140,000) | HCT116 PTEN-null viability, CellTiter-Glo, 60 h; active compounds read low | AID 827 | viability, % at 10 µM;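 active means viability at or below a set limit, 4 SD under the median of all tested compounds, cut at about 3.7% in these data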;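 further: PTEN knockout HCT116 line with beta catenin targeted HCT116 as companion control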
# GALR2 antag: blocks the human galanin receptor 2. GALR2-expressing cells, antagonist mode. inhibition, % at 4 µM. actives 0.39% (n = 140,000). AID 828; in the data active means inhibition above about 27%;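 further: cells stimulated with galanin 1-16 at roughly its EC80; 0% = agonist challenge control and 100% = basal control without agonist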
# Target sequence (O43603 whole entry, looked up): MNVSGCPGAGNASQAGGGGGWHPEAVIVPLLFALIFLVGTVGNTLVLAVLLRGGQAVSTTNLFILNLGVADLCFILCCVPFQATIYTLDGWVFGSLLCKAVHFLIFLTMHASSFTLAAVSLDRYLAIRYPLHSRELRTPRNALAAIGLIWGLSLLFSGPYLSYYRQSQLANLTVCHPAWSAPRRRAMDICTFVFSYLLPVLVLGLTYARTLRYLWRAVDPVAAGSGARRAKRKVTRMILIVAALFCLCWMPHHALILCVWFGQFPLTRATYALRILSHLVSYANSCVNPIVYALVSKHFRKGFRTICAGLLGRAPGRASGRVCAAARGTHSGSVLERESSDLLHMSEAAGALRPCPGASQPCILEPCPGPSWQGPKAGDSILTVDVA
# An asterisk follows results filed as active; . = not tested or not shown. Hits appear at their usual frequency; any-hit rate near 6.1%.
SMILES,MRP-1 activ,Measles CPE,E-sel TNF inh,Yeast life ext,BB579 growth dn,NPY-Y2 antag,bCat KO growth,Phagocytosis inh,HCT116 PTEN-null,GALR2 antag
CCOc1c2ccc(C(=O)NCc3ccco3)cc2nn1CCOC,-2.1,9,-17,-26,-45,1,105,.,99,-7
CC(C)NC1CS(=O)(=O)CC1O (centres undefined),0.9,13,12,58*,-22,2,105,0,.,-14
CCOC(=O)C1CCCN(C(=O)/C=C/c2ccccc2[N+](=O)[O-])C1 (centres undefined),-2.7,11,.,2,-43,3,95,.,86,9
COc1ccc(Cl)cc1NC(=O)CS(=O)(=O)c1cccc2nsnc12,-0.7,9,-28,-7,-73,0,103,1,101,3
O=C(Cn1nc(C(=O)O)c2ccccc2c1=O)NCCC1=CCCCC1,-0.2,12,-27,-4,-87,4,94,-1,103,10
COc1ccc(OC)c(/C(O)=C/C(=O)C(=O)Nc2ccccc2OC)c1,-3.5,14,-16,-1,-20,1,96,.,89,0
CC(=O)OCc1cc2cccc(C)c2[nH]c1=O,-1.7,29,4,-20,-51,-2,89,0,93,2
O=C(CCCCn1c(=O)[nH]c2ccccc2c1=O)NCCc1c[nH]c2ccccc12,-2.1,5,-32,3,-18,0,85,.,91,4
Cn1c(=O)c2c(nc(N3CCCCCC3)n2CC(O)COc2ccc(Cl)cc2)n(C)c1=O (centres undefined),-0.8,1,-12,-11,15,1,69,3,60,-7
CC(C)(C)c1ccc(C(=O)NNC(=O)Cc2ccccc2)cc1,1.8,14,14,-12,-40,6,88,3,90,3
Nc1nc(-c2ccc([N+](=O)[O-])cc2)cs1,-0.9,8,-13,-7,0,1,83,-12,84,-3
Cc1c(C(=O)OC2CCCCC2)sc2nc[nH]c(=O)c12,0.2,0,-13,-10,-49,4,88,-1,93,-1
COc1cccc(/C(O)=C2/C(=O)C(=O)N(Cc3cccnc3)C2c2ccco2)c1 (centres undefined),-3.0,1,-23,-13,-18,2,88,.,82,5
CCOC(=O)C1=C(C)NC(C)=C(C(=O)OCC)C1c1cccs1,-2.1,8,.,-3,-26,3,82,-13,95,-6
CC1(c2ccccc2)NC(=O)N(CCOc2ccccc2)C1=O (centres undefined),-0.5,14,-14,-4,-52,2,88,0,108,5
Cc1cccc(-c2nnc(SCc3cc(=O)[nH]c4ccccc34)n2C)c1,-2.9,16,13,-4,0,1,99,0,103,-11
Cc1cc(COc2ccccc2OCc2cc(C)no2)on1,-2.4,8,-24,-19,-29,1,94,2,88,-10
CCSc1ccccc1C(=O)n1nnc2ccccc21,-0.6,4,2,60*,-50,4,95,-1,98,2
COC(=O)N1N=C(c2ccc(Br)cc2)CC1(O)C(F)(F)F (centres undefined),0.8,3,.,-3,-30,3,98,1,99,11
CCOC(=O)N1CCN(c2ccc(C(=O)c3ccccc3)cc2F)CC1,-2.1,4,-8,-23,9,4,85,-1,80,-12
Cc1cccc(COCC(CC(C)C)N2CCN(C(=O)c3ccc(C(C)(C)C)cc3)CCC2=O)c1 (centres undefined),-2.8,12,7,3,-12,19*,42,.,35,-14
CCOC(=O)c1[nH]c(C)c(C(=O)NCCCOC(C)C)c1C,-0.7,8,-18,-12,-15,2,96,0,108,6
O=C(c1noc2c1CCc1ccccc1-2)N1CCCc2ccccc21,-3.4,4,.,-17,-36,3,98,-5,88,3
COc1cccc(C(=O)Nc2cc3c(cc2Br)OCCCO3)c1,1.4,13,.,-6,-33,9,92,-1,96,20
CCOc1ccc(CNc2ccc3c(c2)nc(C)n3C)cc1,-0.2,10,-10,-1,2,2,97,0,90,11
CCSc1nc2ccccc2n1CC(=O)N1CCOCC1,-3.3,11,18,8,-35,1,89,2,93,-1
O=C(NCc1ccc2c(c1)OCO2)c1ccc(CSCc2cccc(Cl)c2)o1,-1.2,3,56,-3,-37,14,101,-6,95,-10
O=C(O)CSCCOc1ccc(OCCSCC(=O)O)cc1,0.8,3,7,-1,0,1,91,-5,103,-1
C/C(=C\c1cc(C(=O)O)c(C)o1)CO,0.5,0,-13,-10,-60,6,94,-1,106,0
Cc1ccc(NC(=O)C2CCN(C(=O)NC3CCCCC3)CC2)cc1,-1.7,5,-12,.,-39,1,105,.,90,-5
CC1=CCC2C(=O)N(c3cccc(C(=O)N(C)C4CCCCC4)c3)C(=O)C2C1 (centres undefined),0.6,6,-62,-4,-47,1,97,-1,99,-3
CCCCNC(=O)Cc1c(O)c2ccccc2[nH]c1=O,0.2,16,11,8,-16,3,98,.,119,0
O=C(NCCCN1CCOCC1)c1ccc(CS(=O)(=O)Cc2ccc(Cl)cc2)o1,0.0,6,-18,-20,11,1,100,-1,94,5
CC1(C)CC(=O)C2=C(C1)N(C1CCCCC1)C(=O)C2(O)C(F)(F)F (centres undefined),-0.9,21,-6,-4,-11,1,96,2,100,-7
Cc1ccccc1CNC(=O)c1ccccc1N,-1.8,1,14,-1,-23,3,99,0,104,-7
CC(C)CC(OC(=O)c1cccs1)C(=O)NCC1CCCO1 (centres undefined),-0.7,2,.,-6,-1,2,103,-1,106,-11
CS/C(=N\S(=O)(=O)c1cccs1)Nc1cccc(Cl)c1C,-0.7,4,.,12,-12,10,91,-8,92,7
CC1CN(CCCCOc2ccc(C(C)C)cc2)CC(C)O1 (centres undefined),-1.9,13,7,-7,-9,7,80,.,72,2
O=C(N/N=C/c1c[nH]c2ccccc12)c1sc2ccccc2c1Cl,-4.0,7,18,-3,-2,-1,53,-5,71,8
Cc1csc(N/N=C/c2ccc(O)c([N+](=O)[O-])c2)n1,-1.6,43,1,-5,-68,1,95,1,90,-5
CC1=C(C(N)=O)C(c2cccnc2)n2nc(-c3cccc(Cl)c3)nc2N1 (centres undefined),-2.4,4,-32,2,-43,-1,94,-1,87,0
Cc1ccc(SCC(=O)Nc2ccccc2C(=O)O)cc1,-0.5,3,1,-18,-11,3,96,-3,102,-12
CC(=O)N1N=C(C)CC1c1ccc(O)cc1 (centres undefined),-0.1,16,.,2,11,1,88,1,101,3
CCOC(=O)c1oc2ccc(Br)cc2c1NC(=O)CN1CCN(C)CC1,-3.3,18,-7,-1,-38,6,4.4*,1,5,-10
O=C(CCn1c(=O)sc2ccccc21)NCc1ccc2c(c1)OCO2,-0.4,16,19,.,-9,-1,80,.,92,12
O=C1N=C(N2CCOCC2)SC1=C1CCCCC1,-3.5,3,-17,-8,-37,0,94,1,101,7
Cc1ccc(C2(C)NC(=O)N(Cc3c(C)noc3C)C2=O)cc1 (centres undefined),-0.2,1,5,0,-45,3,90,-1,82,-4
COc1cc(/C=N/NC(N)=O)cc(Br)c1OCc1ccccc1C,0.3,4,-20,-3,-52,1,99,-1,102,-1
CCOc1ccccc1C(=O)Nc1ccccc1-c1ccccc1,-3.8,7,.,-3,-25,14,79,-5,73,-17
CCCCC(CC)C(=O)NCc1ccccc1OC (centres undefined),-3.2,5,3,-1,-14,7,85,-1,85,-12
CSc1nc2ccc(NC(=O)CSc3nnc(N)s3)cc2s1,-1.2,4,9,-8,-66,-2,103,0,100,-10
O=C(O)c1cccc(N/N=C/c2cccs2)c1,-1.4,11,-12,-5,6,1,86,-2,104,-4
COc1c(Cl)ccc(Cl)c1C(=O)OCC(=O)O,-1.4,5,-49,.,-27,7,92,0,94,11
COP(=O)(OC)c1nc(-c2cccc3ccccc23)oc1NCc1ccccc1,-0.1,20,.,0,-31,1,91,-3,77,1
Cc1ccc(C2=[N+]([O-])C3(CCCCC/C3=N\NC(N)=O)N(O)C2(C)C)o1 (centres undefined),-0.3,1,30,-5,-56,3,101,0,100,-24
Cc1ncc(C[n+]2csc(CCOC(=O)CC3C4CC5CC(C4)CC3C5)c2C)c(N)n1 (centres undefined),-4.0,9,.,-5,7,-3,96,2,97,-1
Cc1ccc(OCC(=O)N2CCN(C(=O)Cc3ccccc3)CC2)cc1,-0.1,1,5,-3,-54,3,97,-1,93,0
COc1cc(NC(=O)COC(=O)c2ccccc2F)cc(OC)c1,-0.9,16,.,-8,-2,6,91,-7,97,1

# Structures from the list above with a thiophene ring, fused or not:
SMILES,MRP-1 activ,Measles CPE,E-sel TNF inh,Yeast life ext,BB579 growth dn,NPY-Y2 antag,bCat KO growth,Phagocytosis inh,HCT116 PTEN-null,GALR2 antag
Cc1c(C(=O)OC2CCCCC2)sc2nc[nH]c(=O)c12,0.2,0,-13,-10,-49,4,88,-1,93,-1
CCOC(=O)C1=C(C)NC(C)=C(C(=O)OCC)C1c1cccs1,-2.1,8,.,-3,-26,3,82,-13,95,-6
CC(C)CC(OC(=O)c1cccs1)C(=O)NCC1CCCO1 (centres undefined),-0.7,2,.,-6,-1,2,103,-1,106,-11
CS/C(=N\S(=O)(=O)c1cccs1)Nc1cccc(Cl)c1C,-0.7,4,.,12,-12,10,91,-8,92,7
O=C(N/N=C/c1c[nH]c2ccccc12)c1sc2ccccc2c1Cl,-4.0,7,18,-3,-2,-1,53,-5,71,8
O=C(O)c1cccc(N/N=C/c2cccs2)c1,-1.4,11,-12,-5,6,1,86,-2,104,-4
